Source: PubChem
TCR-CD3 inh: inhibitors of human TCR-CD3 interaction; TAMRA-labeled TCR probe fluorescence, biochemical; inhibition, % at 9.4 µM; AID 651800; 360,000 tested, 0.37% active; in the data active means inhibition above about 19%;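 further: recombinant mutant TCR 2C K166C tagged with TAMRA read by polarization; 0% = receptor in buffer alone and 100% = receptor with positive control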
rCAG RNA binder: r(CAG) repeat RNA binding. TO-PRO-1 dye displacement fluorescence. inhibition, % at 3 µM. 370,000 tested, 1.3% active;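 active means inhibition above the plate cutoff, the mean of all test compounds on that plate plus 3 SD, cut at about 35% in these data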;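 further: 0% = DMSO alone and 100% = 100 µM mitoxantrone as full dye displacement; higher means more dye released from RNA so lower well fluorescence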
HTRA1 inh: HTRA1 (human) protease inhibition; Q92743; recombinant HTRA1, FP-rhodamine activity-based probe, fluorescence polarization; inhibition, % at 5.96 µM; 340,000 tested, 0.5% active; AID 504803; in the data active means inhibition above about 36%;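 further: 0% = enzyme with DMSO and 100% = wells lacking enzyme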
ABHD4 inh: ABHD4 (mouse) inhibition, primary FP screen. 370,000 tested, 0.54% active. inhibition, % at 8.92 µM. purified mABHD4, FP-Rh probe fluorescence polarization;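 active means inhibition exceeding the mean over every tested compound plus 3 SD, cut at about 30% in these data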;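 further: 0% = plate median of compound wells and 100% = S159A mutant with DMSO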
Target sequence (Q8VD66 whole entry, looked up): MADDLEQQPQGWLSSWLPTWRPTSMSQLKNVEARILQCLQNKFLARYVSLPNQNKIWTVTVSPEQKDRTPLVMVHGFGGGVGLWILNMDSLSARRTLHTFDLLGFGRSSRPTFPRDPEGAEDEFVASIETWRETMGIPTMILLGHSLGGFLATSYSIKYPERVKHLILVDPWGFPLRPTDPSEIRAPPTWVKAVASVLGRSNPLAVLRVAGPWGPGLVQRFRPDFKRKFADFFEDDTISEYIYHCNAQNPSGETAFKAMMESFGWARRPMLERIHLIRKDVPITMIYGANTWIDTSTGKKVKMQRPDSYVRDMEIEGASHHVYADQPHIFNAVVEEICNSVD
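System: mouse ABHD4 enzyme, wild type / Medium: HEPES pH 7.0, NaCl, Pluronic buffer / Reagent: FP-Rh activity-based fluorescent probe / Control set: S159A mutant high control, sample median low control / Detection: fluorescence polarization with parallel and perpendicular emission, 525/598 nm / Schedule: 45 min + 60 min at 25 °C / Compound dosing: 8.92 µM, single dose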
MBD2 DNA inh: blocks human MBD2 binding to methylated DNA; TR-FRET, MBD2 binding to methylated oligonucleotide; inhibition, % at 4.4 µM; 370,000 tested, 0.31% active; in the data active means inhibition above about 13%
NPR2 activator: GC-B (human) receptor activation; HEK293-GC-B cells, CNP EC30, cGMP TR-FRET; 0% at EC30 CNP, 100% saturating CNP; activation, % at 10 µM; 370,000 tested, 0.11% active; AID 1920062;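 active means activation at 10 µM reaching about 35% in either raw or pattern-adjusted values, limit read from the data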
PRMT1 FP inh: inhibitors of human PRMT1; inhibition, % at 2.79 µM; AID 652257; recombinant PRMT1, activity-based probe fluorescence polarization; Q99873; 370,000 tested, 1.3% active;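 active means inhibition above about 21% made by adding two undisclosed values, limit read from the data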
Target sequence (Q99873 whole entry, looked up): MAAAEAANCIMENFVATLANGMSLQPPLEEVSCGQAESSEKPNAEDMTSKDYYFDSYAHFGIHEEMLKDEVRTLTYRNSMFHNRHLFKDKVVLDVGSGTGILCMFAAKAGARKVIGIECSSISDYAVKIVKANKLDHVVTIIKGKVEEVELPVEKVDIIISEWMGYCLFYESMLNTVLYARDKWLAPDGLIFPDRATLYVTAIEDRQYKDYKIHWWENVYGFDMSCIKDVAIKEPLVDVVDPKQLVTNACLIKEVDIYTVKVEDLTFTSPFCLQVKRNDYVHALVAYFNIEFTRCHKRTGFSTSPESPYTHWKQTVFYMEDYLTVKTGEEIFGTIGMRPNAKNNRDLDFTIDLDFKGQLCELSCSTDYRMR
TDP2 absorb: blocks human TDP2 phosphodiesterase activity; recombinant TDP2, T5PNP hydrolysis, p-nitrophenol absorbance 415 nm; inhibition, % at 12.8 µM; 370,000 tested, 0.34% active;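 active means inhibition above the mean of all tested compounds plus 3 SD, set per campaign, cut at about 25% in these data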;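 further: 0% = DMSO with enzyme and 100% = buffer with substrate but no TDP2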
Target sequence (O95551 whole entry, looked up): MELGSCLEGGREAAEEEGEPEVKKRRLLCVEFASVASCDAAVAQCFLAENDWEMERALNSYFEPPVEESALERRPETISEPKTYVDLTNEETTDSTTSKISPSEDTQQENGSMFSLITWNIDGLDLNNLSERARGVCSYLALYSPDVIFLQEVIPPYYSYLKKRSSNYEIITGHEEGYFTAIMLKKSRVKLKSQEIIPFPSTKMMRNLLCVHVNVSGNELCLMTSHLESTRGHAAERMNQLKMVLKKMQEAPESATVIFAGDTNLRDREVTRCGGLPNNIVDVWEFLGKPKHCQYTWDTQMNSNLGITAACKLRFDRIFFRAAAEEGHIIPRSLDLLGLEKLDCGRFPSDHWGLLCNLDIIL
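Evaluation: % inhibition relative to enzyme-containing and enzyme-free wells. Material: recombinant human TDP2. Benchmarks: enzyme-free and DMSO wells. Timing: enzyme reaction with compound for 2 h at 37 °C. Compound dosing: 12.8 µM only. Measured by: p-Nitrophenol epi absorbance. Reagent: T5PNP substrate at 5 mM, a TopII-DNA adduct mimic. Replication: single well per compound.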
LEDGF integ inh: blocks HIV-1 LEDGF/p75-dependent DNA integration. TR-FRET IN-LEDGF/p75 DNA integration, Eu/Cy5. inhibition, % at 3.7 µM. 370,000 tested, 0.64% active. AID 743269;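 active means inhibition above the screen-wide mean plus 3 SD, cut at about 13% in these data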;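 further: signal is the Cy5 over europium emission ratio at 671 and 618 nm; 0% = plate median of compound wells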
SIAE inh: human SIAE inhibition, primary screen; 370,000 tested, 0.69% active; SIAE FP-Rh probe binding, fluorescence polarization; Q9HAT2; inhibition, % at 9.66 µM; AID 1053197;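 active means inhibition above a cutoff: mean of compounds within the control limits plus 3 SD of those, cut at about 17% in these data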;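 further: 0% = plate median of compound wells and 100% = probe without SIAE protein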
Starred values were filed as active, the others as inactive; · = not tested or not shown.

Results follow in this order: TCR-CD3 inh | rCAG RNA binder | HTRA1 inh | ABHD4 inh | MBD2 DNA inh | NPR2 activator | PRMT1 FP inh | TDP2 absorb | LEDGF integ inh | SIAE inh
1	C#CC(CC)(CC)NC(=O)c1c(C)noc1C
→ -6 | -1 | 0 | 1 | -4 | 5 | -3 | -4 | 2 | 9
2	CCOC(=O)c1ccc(NC(=S)NCCCN2CCCCC2)cc1
→ -2 | -2 | -1 | 5 | 2 | 4 | 0 | 14 | -3 | 2
3	COc1cccc(-c2[nH]nc3c2C(c2ccc(C)o2)C(C#N)=C(N)O3)c1 (stereo unspecified)
→ 0 | 10 | · | 2 | -1 | 6 | 12 | 8 | 3 | 2
4	Cc1nnc(SCC(=O)NC(C)(C)C)n1CCc1ccccc1
→ -1 | -8 | 4 | 3 | -4 | 5 | 2 | 0 | 1 | -1
5	NC(=O)c1cccc(Nc2nc(C(N)COCc3ccccc3)cs2)n1 (stereo unspecified)
→ -2 | 14 | · | 0 | -1 | -12 | -4 | -7 | 7 | 7
6	CC(NC(N)=O)C12CC3CC(CC(C3)C1)C2 (stereo unspecified)
→ 0 | 0 | -1 | -3 | -2 | 1 | -5 | -13 | 6 | -4
7	O=C(CNC(=O)c1cccc([N+](=O)[O-])c1)NC1CCCc2ccccc21 (stereo unspecified)
→ 3 | 0 | 3 | -1 | 0 | 1 | 0 | 6 | -1 | 1
8	COc1ccc(S(=O)(=O)N2CCN(CC(=O)NC3CCCC3)CC2)cc1
→ 2 | 1 | 1 | -3 | -3 | 4 | -1 | -4 | -2 | 3
9	CC1(C)CC(=O)C=C(c2ccc(COC(=O)c3ccc(-c4ccccc4)cc3)cc2)C1=O
→ 0 | 4 | -9 | 0 | -7 | 1 | -1 | 10 | -1 | 2
10	CCN1C(=O)[C@@H]2[C@@H](c3ccc(SC4CCCCC4)c(OC)c3)N3CCCC[C@@]3(C(=O)OC)[C@@H]2C1=O
→ -3 | -1 | -10 | -3 | -6 | 0 | 0 | -6 | -3 | 5
11	CCOC(Cn1cc([N+](=O)[O-])c(=O)[nH]c1=O)OCC
→ -10 | 0 | -1 | -1 | -2 | -6 | -4 | 5 | 4 | 9
12	CNC(=O)c1sc(N2N=C3/C(=C\c4ccccc4)CCCC3C2c2ccccc2)nc1C (stereo unspecified)
→ -6 | 7 | -7 | 1 | 4 | 7 | 4 | 0 | -2 | 3
13	COc1ccc(NC(=O)c2ccc(NC(=O)c3cccs3)cc2)cc1
→ 6 | -2 | 3 | 3 | 3 | -11 | -3 | 1 | -2 | -7
14	O=C(/C=C/c1ccccc1[N+](=O)[O-])c1ccccc1Br
→ -1 | 0 | -30 | 7 | -2 | 3 | 3 | -8 | -1 | -5
15	O=C(Nc1cc(C(F)(F)F)ccc1Cl)C(=O)N1CCCCC1
→ -2 | -6 | 6 | -3 | -2 | -1 | 1 | -1 | -3 | 3
16	Cc1sc(NC(=O)Cc2ccc3c(c2)OCO3)nc1-c1ccc2c(c1)CCN2C(=O)c1ccc(F)cc1
→ 0 | 14 | -4 | 4 | 2 | 5 | 5 | 2 | 1 | -2
17	CCOCCCn1c(=NC(=O)c2ccco2)c(C(=O)OCC)cc2c(=O)n3cccc(C)c3nc21
→ 10 | -5 | 6 | -3 | -7 | 3 | -1 | -2 | 2 | 6
18	CCSc1nnc(-c2ccco2)n1C
→ · | -1 | · | -2 | 1 | 2 | -5 | 8 | 1 | 3
19	O=C(Cc1c(F)cccc1Cl)N1CCN(C(=O)c2ccco2)CC1
→ 1 | -4 | -7 | -3 | -4 | 0 | -4 | 23 | -2 | -10
20	Cc1ccc(SCC(=O)NC(=O)c2ccccc2Br)c(C)c1
→ -2 | 0 | -11 | -7 | 2 | -3 | 0 | -3 | 2 | -8
21	CC(C)(C)c1cc(NCc2ccccn2)n2ncc(-c3ccccc3)c2n1
→ -9 | 2 | 16 | 17 | 1 | 7 | -2 | -2 | 1 | 5
22	Cc1cc(=O)[nH]c(SCC(=O)Nc2ccc(F)cc2)c1C#N
→ 5 | 5 | · | 0 | 6 | -12 | -2 | 2 | -1 | -1
23	COc1ccc(CN(C)C(=O)CCl)cc1
→ 3 | 0 | 3 | -1 | 3 | 7 | 2 | -7 | 2 | 0
24	CC(C)NC(=S)Nc1ccc(Oc2ccccc2)cc1
→ -2 | 3 | -3 | -2 | -3 | 8 | 3 | 7 | 4 | 3
25	CCCCC[C@H]1CN(Cc2ccccc2)C(=O)[C@@H]1CC(=O)NCc1ccccc1
→ 1 | -9 | -16 | -4 | -1 | -4 | -1 | -3 | -1 | 5
26	CC(=O)Nc1ccc(NC(=O)CCOc2ccccc2C)cc1
→ 5 | -3 | -1 | 8 | -5 | 1 | -4 | -2 | -3 | 0
27	CC(C)Oc1ccc(N2CC(C(=O)Nc3ccc4c(c3)OCO4)CC2=O)cc1 (stereo unspecified)
→ -4 | 1 | -1 | 6 | 5 | -8 | 4 | -7 | 0 | 7
28	O=C(NCc1ccccc1)C(c1ccccc1)n1c(=O)c(-c2ccco2)nc2ccccc21 (stereo unspecified)
→ -6 | 26 | · | -10 | -7 | -12 | 14 | 1 | 3 | 2
29	Cc1cc(C(F)(F)F)nc2c(Cl)c(C(C)(C)C)nn12
→ 0 | -1 | · | 3 | -6 | 0 | 2 | -3 | -4 | -1
30	O=C(Nc1ccc(F)cc1F)N1CCCCC1c1cccnc1 (stereo unspecified)
→ 0 | 1 | 4 | -1 | 0 | 2 | -1 | -2 | -2 | 1

Values by screen from the list.
PRMT1 FP inh for entries 15–18, in order: 1, 5, -1, -5
ABHD4 inh for entries 15–18, in order: -3, 4, -3, -2

Following part.
Results follow in this order: TCR-CD3 inh | rCAG RNA binder | HTRA1 inh | ABHD4 inh | MBD2 DNA inh | NPR2 activator | PRMT1 FP inh | TDP2 absorb | LEDGF integ inh | SIAE inh
31	O=C1C=C(OCCF)CC(c2cccc([N+](=O)[O-])c2)O1 (stereo unspecified)
→ 8 | 3 | · | 4 | -4 | -3 | -3 | -6 | -2 | -4
32	CN1OC[C@@H]2CN(C(=O)Cc3ccccc3)[C@H](c3ccccc3Br)C[C@@H]21
→ -1 | 1 | 4 | -13 | 8 | -5 | 6 | -13 | 1 | -9
33	CS(=O)(=O)c1ccc2nc(NC(=O)CN3CCC(Cc4ccccc4)CC3)sc2c1
→ -10 | 5 | -7 | -5 | -1 | -2 | -3 | -4 | 3 | -2
34	N=c1sccn1CC(=O)N1CCc2ccccc21
→ 4 | 1 | -6 | 2 | -6 | 5 | 0 | -5 | -2 | 4
35	NC(=O)SCC(=O)Nc1ccc(Cl)c(Cl)c1
→ 2 | 7 | -5 | -9 | -6 | 7 | 49* | 15 | 1 | -36
36	Cc1ccnc(NC(=O)C2COc3ccccc3O2)c1 (stereo unspecified)
→ 8 | -3 | 2 | -4 | 3 | -2 | -1 | 1 | 0 | 3
37	CC(C(=O)NC1CCCC1)N1C(=O)c2cccc3cccc1c23 (stereo unspecified)
→ 11 | -3 | 1 | -5 | -1 | 4 | 1 | -5 | -4 | -3
38	Fc1ccc(Br)cc1/C=N/N1CCN(c2ccccc2)CC1
→ -15 | -4 | -2 | 2 | 4 | -1 | 3 | 3 | -2 | 1
39	O=C(O)C1CCCCC1C(=O)Nc1ccc(Cl)cc1 (stereo unspecified)
→ -6 | 0 | 1 | 4 | 1 | 2 | -2 | -4 | 4 | 4
40	N=c1c(C(=O)NC2CCCCC2)cc2c(=O)n3ccccc3nc2n1Cc1ccc(F)cc1
→ 1 | 3 | -4 | 6 | 0 | 2 | 1 | 5 | 2 | -1
41	COc1ccc(CC(=O)OCCc2cc3cc(OC)c(OC)cc3c(=O)o2)cc1
→ 0 | -1 | 1 | -1 | -1 | -1 | -2 | 10 | 3 | 7
42	COC(=O)c1c(NC(=O)C2CCCCC2)sc2c1CC(C)(C)NC2(C)C
→ 10 | -1 | -12 | 4 | 0 | -5 | -4 | 7 | -1 | 3
43	Cc1ccc(-c2nnc(-c3cccc(NC(=O)c4cccs4)c3)o2)cc1
→ 5 | 9 | -65 | -31 | -4 | -4 | 3 | -6 | 2 | -27
44	CCCOc1ccc(N2C(=O)CC(NCC#N)C2=O)cc1 (stereo unspecified)
→ -9 | -3 | 5 | 1 | -2 | 0 | 0 | 12 | 0 | 0
45	CC(C)C[C@H](NC(=O)c1[nH]cnc1C(=O)Nc1ccccc1)C(=O)OC(C)(C)C
→ -4 | 2 | -39 | -26 | -6 | -2 | 0 | -14 | 3 | -8
46	COC(=O)CSc1nc(C)c(C)c(C)c1C(N)=O
→ -1 | 1 | -1 | -3 | -3 | 4 | 5 | 8 | 2 | -4
47	CC(=O)NS(=O)(=O)c1ccc(NC(=O)c2ccc3c(c2)NC(=O)CS3)cc1
→ 4 | 4 | 1 | 0 | 2 | -2 | -1 | 4 | 3 | -1
48	O=C(CC1SC(N2CCOCC2)=NC1=O)Nc1ccc(F)cc1 (stereo unspecified)
→ -3 | -1 | 4 | -1 | 0 | -1 | 2 | 6 | -4 | -1
49	Cc1cc(S(=O)(=O)N2CCOCC2)ccc1OCC(=O)N1CCC(C)CC1
→ 2 | -4 | 5 | -3 | -3 | 0 | -3 | -4 | 3 | -3
50	COc1ccc(S(=O)(=O)N2CCCCC2)cc1Br
→ -6 | 7 | -5 | -11 | 3 | -7 | 0 | -9 | 9 | -6
51	O=C(CN(C1CCCCC1)S(=O)(=O)c1ccc(Br)cc1)NCc1cccnc1
→ -3 | -5 | -2 | 1 | 0 | 0 | 0 | 0 | -2 | 4
52	CCC(C)[C@H](NC(=O)[C@H](Cc1ccccc1)n1c(=O)[nH]c2ccccc2c1=O)C(=O)N1CCC[C@@H]1C(=O)O (stereo partly specified)
→ 6 | 4 | -8 | 5 | -3 | 0 | -3 | 1 | -1 | -5
53	CC1=CC(C)C2C(=O)N(O)C(=O)C2C1 (stereo unspecified)
→ -1 | 2 | -3 | -3 | 1 | 4 | -2 | 10 | -1 | 4
54	CCCCNC(=O)C1C(c2ccc(OC)cc2)=Nc2ccccc2N1C(=O)c1cccnc1 (stereo unspecified)
→ 9 | 0 | · | 1 | -1 | 0 | -2 | 3 | 7 | -7
55	CS(=O)(=O)N(CC(=O)NC1CCCCCC1)Cc1ccc(Cl)cc1
→ -5 | -5 | 10 | 4 | -1 | -5 | 2 | 1 | -3 | -6
56	CCC(CC)c1nnc(NC(=O)c2ccco2)s1
→ -1 | -1 | -3 | 1 | -1 | 1 | 1 | 6 | 2 | -8
57	O=C(COC(=O)COc1ccc(Br)cc1)NCc1ccc2c(c1)OCO2
→ 1 | 4 | -1 | -7 | -6 | 3 | -5 | -10 | 4 | 0
58	COc1ccccc1N1CCN(/N=C/c2cccc(OC)c2OC)CC1
→ 3 | -7 | 6 | 3 | -1 | 3 | -1 | -4 | -2 | 5
59	O=C1C2C3C=CC(C3=C(c3ccccc3)c3ccccc3)C2C(=O)N1Cc1ccccc1 (stereo unspecified)
→ 4 | 7 | -14 | -10 | 1 | -7 | 6 | -8 | -1 | 3

Not all compounds are listed; the hit share may differ from the screen's.
